Screening data: PubChem, National Center for Advancing Translational Sciences (NCATS)
uPA generation: inhibitors of cell surface uPA generation; cell surface uPA generation assay, qHTS; Potency, µM (doses to about 38.3 µM), for the others: top-dose activity change, negative = inhibition, actives largely listed as inhibitors; 330,000 tested, 0.31% active; AID 540303; active = well fitted inhibition curve with a large enough effect; inconclusive = small, poorly fitted or top-dose-only effect; inactive = no such curve, though single readings can be large or run the other way; tested in mouse RAW 264.7 cells; note: % is set by controls: 0 for no effect and ±100 for the full control effect; nearly all actives have a fitted effect of over 55% in size
MBNL1 CUG block: inhibitors of human MBNL1 binding to CUG repeat RNA; TR-FRET MBNL1-His/biotin-(CUG)12 binding, 665/545 ratio; Potency, µM (series often up to 57.5 µM), for the others: at the top dose activity change, negative = inhibition, actives largely listed as inhibitors; 280,000 tested, 0.036% active; AID 2675; active = well fitted inhibition curve with a large enough effect in the signal ratio, with a control signal flat, not every such curve was filed as active; inconclusive = small, poorly fitted or top-dose-only effect, or effect the other way, or a change in a side signal; inactive = no such curve, though single readings can be large or run the other way; the % refers to the signal ratio; note: % is set by controls: 0 for no effect and ±100 for the full control effect
Target sequence (Q9NR56 whole entry, looked up): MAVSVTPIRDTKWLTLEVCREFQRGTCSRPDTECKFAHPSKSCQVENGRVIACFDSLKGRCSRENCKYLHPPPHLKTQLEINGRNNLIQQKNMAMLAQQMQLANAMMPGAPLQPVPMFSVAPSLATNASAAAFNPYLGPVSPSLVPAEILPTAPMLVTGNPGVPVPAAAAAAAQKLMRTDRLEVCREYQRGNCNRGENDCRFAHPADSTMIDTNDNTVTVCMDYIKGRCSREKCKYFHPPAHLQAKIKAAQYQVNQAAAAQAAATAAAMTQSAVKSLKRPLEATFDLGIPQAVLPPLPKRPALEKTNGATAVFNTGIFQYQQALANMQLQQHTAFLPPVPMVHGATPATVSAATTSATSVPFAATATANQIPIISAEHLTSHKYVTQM
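TR-FRET readout: Ex 340 nm, 665/545 nm emission ratio, normalized to buffer-only (basal) and MBNL1-(CUG)12 controls. Complex of MBNL1-His with Biotin-(CUG)12, compounds 92 nM–58 uM, incubated 60 min at room temperature.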
p53 reactivation: restores transcriptional activity of mutant p53. H1299 p53-A138V BP100-luciferase reporter, luminescence, 24 h. Potency, µM (series often up to 92.2 µM), for the others: at the highest dose activity change, positive = activation, usual class: activators. 320,000 tested, 0.063% active. AID 504706; note: % of control where 0% means no effect; nearly all actives have a fitted effect of over 45% in size
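p53-null H1299 cells stably carrying temperature-sensitive p53-A138V and a BP100-luciferase reporter were pinned with compounds (4-point, 1:5 series) and held 24 hrs at 37 deg C. Luminescence was read 10 min after detection reagent.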
RORgamma inh: inhibitors of mouse ROR gamma transcriptional activity. Drosophila S2 Gal4-RORgamma UAS-luciferase reporter, 20 h. 310,000 tested, 5.4% active. P51450. AID 2551. Potency, µM (top dose mostly 53.6 µM), for the others: at the top dose activity change, negative = inhibition, actives largely listed as inhibitors; note: % is set by controls: 0 for no effect and ±100 for the full control effect; nearly all actives have a fitted effect of over 60% in size
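Schneider cells (Drosophila), stable Gal4 DBD–ROR gamma + UAS-luc; 1 hr cmpd preincubation; Cu2+ induction 700 uM final; 20 hr ambient; luminescence.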
Rab9 promoter act: activates the Rab9 promoter; Huh7 Rab9 promoter-luciferase reporter, luminescence, 24 h; Potency, µM (doses to about 9.22 µM), without a hit: at the top dose activation, negative = inhibition, most hits filed as activators; 320,000 tested, 2.8% active; AID 485297; note: % of control where 0% means no effect; nearly all actives have a fitted effect of over 60% in size
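Huh7 reporter line, Rab9 promoter upstream of luciferase. Compound exposure 24 h at 37 °C in reduced-serum medium with 10% FBS. Read-out: luminescence.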
VP16 counter: Gal4-VP16 reporter inhibition counter-screen | AID 2546 | 310,000 tested, 3.5% active | Potency, µM (top dose mostly 53.6 µM), without a hit: at the top dose activity, negative = inhibition, hits mostly inhibitors | Drosophila S2 Gal4-VP16 UAS-luciferase, luminescence, 20 h;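 note: Gal4-VP16 expression switched on by copper sulfate through the metallothionein promoter; % is set by controls: 0 for no effect and ±100 for the full control effect; nearly all actives have a fitted effect of over 50% in size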
NPC1 prom act: NPC1 promoter activation; 320,000 tested, 2.4% active; Huh7 NPC1 promoter luciferase reporter, 24 h; Potency, µM (doses to about 9.22 µM), inactives show top-dose activation, actives largely listed as activators;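 note: % of control where 0% means no effect; nearly all actives have a fitted effect of over 60% in size; reporter is driven by a mutant NPC1 promoter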
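Readout is luciferase luminescence, reflecting NPC1 promoter activation in stably transfected Huh7 cells after 24 h compound exposure at 37 °C in reduced-serum medium with 10% FBS.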
BRCA1 expr up: activators of BRCA1 expression; MCF7-BRCA1-FFLuc reporter, luminescence, 48 h; response scale: scaled: vehicle 0%, 10 µM genistein 100%; 380,000 tested, 1.1% active; Potency, µM (top dose mostly 46.1 µM), inactives show at the highest dose activation, most hits filed as activators; AID 624202; note: nearly all actives have a fitted effect of over 80% in size; some results filed as inactive show a strong effect at the top dose
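Using MCF7 cells harboring a BRCA1 firefly luciferase reporter, plated 2 h before compound pinning, the screen measured luminescence after 48 h incubation. Responses were normalized to DMSO and 10 microM genistein, then fitted for concentration-effect.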
FLuc counter: inhibits or activates purified firefly luciferase, miR-21 counter-screen; purified FLuc, Km substrates, luminescence inhibition; Potency, µM (doses to about 57.5 µM), for inactives: at the highest dose activity change, negative = inhibition, usual class: inhibitors; 360,000 tested, 6.9% active; AID 588342;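 note: plate controls were vehicle for no effect and reference inhibitor for full effect; nearly all actives have a fitted effect of over 55% in size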
Target sequence (P08659 whole entry, looked up): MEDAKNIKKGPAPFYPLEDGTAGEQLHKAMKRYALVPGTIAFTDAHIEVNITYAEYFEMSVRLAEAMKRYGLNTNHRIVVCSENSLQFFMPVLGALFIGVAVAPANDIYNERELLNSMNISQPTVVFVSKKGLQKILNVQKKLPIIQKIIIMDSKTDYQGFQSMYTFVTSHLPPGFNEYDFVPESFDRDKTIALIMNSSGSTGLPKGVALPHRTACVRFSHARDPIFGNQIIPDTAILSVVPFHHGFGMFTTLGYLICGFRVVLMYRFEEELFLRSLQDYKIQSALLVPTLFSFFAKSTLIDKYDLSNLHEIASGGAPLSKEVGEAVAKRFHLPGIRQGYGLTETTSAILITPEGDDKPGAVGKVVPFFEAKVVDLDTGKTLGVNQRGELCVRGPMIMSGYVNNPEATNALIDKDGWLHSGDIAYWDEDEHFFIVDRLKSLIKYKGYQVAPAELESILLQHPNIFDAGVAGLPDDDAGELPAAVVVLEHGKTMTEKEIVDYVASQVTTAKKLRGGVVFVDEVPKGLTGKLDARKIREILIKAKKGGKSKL
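Biochemical qHTS of compounds, final roughly 60 µM downward over six points, against 10 nM purified firefly luciferase using Km concentrations of substrates (10 uM D-luciferin, 10 uM ATP) in Tris acetate pH 7.5 buffer; luminescence output.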
ELG1 genotox: genotoxicity induction in ELG1-luciferase HEK293T cells; HEK293T ELG1-luciferase reporter, luminescence, 16 h; 330,000 tested, 1.3% active; Potency, µM (series often up to 46 µM), inactives show at the highest dose activity change, positive = activation, actives largely listed as activators; note: % of control where 0% means no effect; nearly all actives have a fitted effect of over 60% in size
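Reporter readout depends on ELG1 protein level, which increases with genetic stress. After 16 hr compound exposure at 37 °C, luciferase activity was quantified using ONE-Glo.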
* = called active by the depositor; ? = inconclusive; nt = not tested or not shown; & = joins results of further samples; [ ] = dose if it differs, or a comment. Unless noted, calls come from the whole dose curve; as a rule, active = well fitted curve in the direction sought with a large enough effect; inconclusive = small, poorly fitted or top-dose-only effect, or another doubt; inactive = no such curve, though single readings can be large; an effect the other way counts as inactive or inconclusive. Potency is the fitted concentration of half-maximal effect.

No.	compound	uPA generation	MBNL1 CUG block	p53 reactivation	RORgamma inh	Rab9 promoter act	VP16 counter	NPC1 prom act	BRCA1 expr up	FLuc counter	ELG1 genotox
1	C=CCN1CCN(C(c2ccc(OC)c(OC)c2)c2nnnn2C(C)(C)C)CC1 (stereo unspecified)	-3%	-6%	1%	24%	3%	-3%	1%	-20%	5%	0%
2	CCOc1ccc(NS(=O)(=O)c2c(C)nc3sc(CC)nn3c2=O)cc1	7%	-7%	5%	?	-1%	-9%	-1%	0%	-1%&-5%	-3%
3	COc1ccccc1N(C)S(=O)(=O)c1ccc(C(=O)Nc2nc(C)cs2)cc1	10%	-5%	-4%	30%	-3%	-1%	-5%	-6%	-1%	-23%
4	Cc1ccccc1OCCCc1c(C)n[nH]c1C	1%	1%	1%	7.1µM*	-4%	4%	-1%	-11%	0%	8%
5	COc1ccc(CCN(C)C(=O)c2cc(S(=O)(=O)N3CCCCCC3)ccc2OC)cc1OC	-15%	nt	-8%	nt	-6%	nt	1%	-9%	2%	-3%
6	COC(=O)CN(c1c(C)cccc1C)S(C)(=O)=O	nt	0%	-1%	-3%	-2%	3%	0%	10%	0%	2%
7	O=C(c1cc(S(=O)(=O)N2CCOCC2)ccc1Cl)N1CCN(c2ccccn2)CC1	3%	-4%	1%	-2%	-3%	-3%	-4%	-2%	0%	-13%
8	COc1cc(OC)c(C2CC(=O)N3CN(C)CSC3=C2C#N)cc1OC (stereo unspecified)	3%	15%	3%	-21%	6%	4%	-3%	35%	?	2%
9	NC(=O)CC(NC(=O)c1ccccc1)c1ccc(NCCCN2CCCC2=O)c([N+](=O)[O-])c1 (stereo unspecified)	-1%	?	9%	5%	6%	3%	1%	7%	-6%	-1%
10	C=CCOc1c2ccc(C(=O)NCc3ccc(C)cc3)cc2nn1C	8%	1%	-4%	7%	-7%	-2%	-6%	-3%	4%	-2%
11	O=C(O)CCN1C(=O)/C(=C\c2ccc(OCc3ccccc3)c(OCc3ccccc3)c2)SC1=S	-4%	2%	17%	9%	3%	-4%	-10%	15%	-1%	3%
12	CN(Cc1ccc(OC(F)F)cc1)C(=O)/C=C/c1ccc(S(=O)(=O)N2CCOCC2)cc1	-14%	nt	-5%	nt	nt	nt	nt	3%	nt	-5%
13	CC(=O)N(CCN(C)C)c1nc2cc3c(cc2s1)OCCO3	8%	-4%	30%	11%	18%	-4%	24%	?	1%	17%
14	CCOC(=O)COn1c(=O)c(-c2ccc(C)cc2)[n+]([O-])c2ccccc21	-4%	?	4%	30%	14%[1.84 µM]	6%	?	-9%	-3%	?
15	C=CCN(C(=O)Cn1nnc2ccccc21)C(C(=O)NCCOC)c1ccc(OC)cc1OC (stereo unspecified)	-1%	1%	-14%	11%	4%	-6%	-1%	-1%	-5%	-4%
16	COc1ccc(/C=C2\NC(=S)N(CC3CCCO3)C2=O)c(OC)c1C (stereo unspecified)	-10%	?	7%	?	-4%	?	3%	1%	-18%	2%
17	Cn1c(NC2CCCCC2)c(N=O)c(=O)n(C)c1=O	2%	3%	-1%	5%	-3%	3%[10 µM]	1%	-12%	0%	16%
18	CN(C)C(=S)SCC(=O)Nc1cccc(C(F)(F)F)c1	-9%	-12%	-3%	-4%	0%	-10%	-2%	23%	?	3%
19	CCc1ccccc1NC(=S)NC1CC2CCC(C1)N2Cc1ccco1 (stereo unspecified)	0%	-6%	3%	?	-1%	-6%	0%	0%	0%	0%
20	CCOC(=O)c1ccc(-c2ccc(CO)o2)cc1	-5%	?	1%	11µM*	1.6µM*	?	1.1µM*	-7%	11µM*	?
21	COc1ccc(NC(=O)CCC(=O)Nc2nnc(C(F)(F)F)s2)c(OC)c1	nt	-21%	-1%	-10%	-6%	-8%	-5%	4%	5%	2%
22	CN(C)C(=O)CSc1nnc(NC(=O)CCc2ccccc2)s1	3%	-4%	4%	30%	-13%	4%	6%	-21%	-12%	-5%
23	COC(=O)c1cc(Br)c(=O)n(-c2ccc(OC)cc2)c1	-1%	-2%	-15%	-5%	2%	11%	-4%	0%	3%	2%
24	CC(=O)C1=C(c2ccc(Br)cc2)C(=O)c2ccccc2C1=O	-10%	21%	-23%	14µM*	-35%[inhibitor]	6.3µM*	-30%[inhibitor]	-95%	5%	-9%
25	COc1ccc(CC(=O)OC(C)CN2CCCCC2)cc1 (stereo unspecified)	0%	-9%	2%	-18%	-4%	4%	-8%	4%	1%	1%
26	O=C(NCCNC1CCC(c2ccccc2)CC1)c1cccs1 (stereo unspecified)	-1%	-7%	-7%	-10%	-1%	-2%	-5%	-19%	-1%	-11%
27	CN1CCc2c(sc(NC(=O)CS(=O)(=O)c3ccccc3)c2C(N)=O)C1	2%	nt	-3%	nt	-3%	nt	8%	1%	0%	1%
28	NS(=O)(=O)c1ccc(CNC(=O)/C=C/c2cccc([N+](=O)[O-])c2)cc1	1%	nt	-4%	17%	2%	2%	0%	-4%	-1%	0%
29	Cc1ccsc1/C=N/NC(=O)Cc1cc(=O)[nH][nH]1	-4%	nt	12%	-5%	2%	-8%	-4%	0%	-8%	0%
30	Cn1cccc1/C=N/NC(=O)c1ccncc1	5%	nt	1%	?	-2%	4%	-7%	1%	-20%	0%
31	CC(C)c1nc2sc3c(=O)[nH]c(=S)[nH]c3c2c2c1CCCC2	2%	14%	2%	12%	-2%	-7%	-1%	-29%	-2%	-1%
32	Cc1ccc(-c2cc3nn(-c4ccccc4)c(N)c3c(=O)o2)cc1	-5%	15%	7%	-8%	?	-25%	25%	8%	6µM*	-2%
33	N#C/C(N)=C(/C#N)N=Cc1cccc(Cl)c1	2%	?	0%	3%	-2%	-5%	-11%	1%	-11%	1%
34	CC(=O)c1ccc(NC(=O)NCc2ccc(F)cc2)cc1	1%	-11%	-1%	26%	-4%	-13%	-1%	0%	3%	2%
35	C[C@]1(C(=O)NCCCNc2ncc(C(F)(F)F)cc2Cl)C=C[C@@H](Cc2ccccc2)N1C(=O)c1ccccc1	-1%	13%	1%	?	-4%	?	-3%	-26%	-2%	1%
36	Oc1cccc(C2c3[nH]c4ccccc4c3CCN2Cc2ccoc2)c1 (stereo unspecified)	-8%	9%	2%	7%	-4%	-16%	-1%	-24%	6%	-2%
37	COc1ccc(S(=O)(=O)NCCN2CCOCC2)c2ccccc12	5%	-8%	-6%	0%	-9%	-12%	1%	-8%	10%	0%
38	COc1cc(Nc2ccc(C)cc2)c([N+](=O)[O-])nc1[N+](=O)[O-]	?	?	26%	-9%	-22%	-15%	-26%	-85%	-1%	?
39	CC1CCCCC12NC(=O)N(CC(=O)Nc1ccc(OC(F)F)cc1)C2=O (stereo unspecified)	-8%	nt	-1%	nt	nt	nt	nt	-13%	nt	-1%
40	S=c1[nH]cc(Cc2ccccc2)s1	0%	-10%[11.5 µM]	0%	13µM*	-5%	?	1%	0%	-11%	1%
41	Cc1c(NC(=O)CSc2nc3ccc(Cl)cc3[nH]2)c(=O)n(-c2ccccc2)n1C	2%	2%	-2%	12%	-3%	1%	-2%	0%	1%	1%
42	COCC(C)NC(=O)c1nn(Cc2ccccc2)c(=O)c2ccccc12 (stereo unspecified)	5%	-1%	-1%	-10%	0%	-4%	2%	-9%	-2%	8%

Another view of some results above:
(31) CC(C)c1nc2sc3c(=O)[nH]c(=S)[nH]c3c2c2c1CCCC2
(32) Cc1ccc(-c2cc3nn(-c4ccccc4)c(N)c3c(=O)o2)cc1
(33) N#C/C(N)=C(/C#N)N=Cc1cccc(Cl)c1
(34) CC(=O)c1ccc(NC(=O)NCc2ccc(F)cc2)cc1
(35) C[C@]1(C(=O)NCCCNc2ncc(C(F)(F)F)cc2Cl)C=C[C@@H](Cc2ccccc2)N1C(=O)c1ccccc1
(36) Oc1cccc(C2c3[nH]c4ccccc4c3CCN2Cc2ccoc2)c1 (stereo unspecified)
(37) COc1ccc(S(=O)(=O)NCCN2CCOCC2)c2ccccc12

entry no.	31	32	33	34	35	36	37
uPA generation	2%	-5%	2%	1%	-1%	-8%	5%
MBNL1 CUG block	14%	15%	?	-11%	13%	9%	-8%
p53 reactivation	2%	7%	0%	-1%	1%	2%	-6%
RORgamma inh	12%	-8%	3%	26%	?	7%	0%
Rab9 promoter act	-2%	?	-2%	-4%	-4%	-4%	-9%
VP16 counter	-7%	-25%	-5%	-13%	?	-16%	-12%
NPC1 prom act	-1%	25%	-11%	-1%	-3%	-1%	1%
BRCA1 expr up	-29%	8%	1%	0%	-26%	-24%	-8%
FLuc counter	-2%	6µM*	-11%	3%	-2%	6%	10%
ELG1 genotox	-1%	-2%	1%	2%	1%	-2%	0%

(38) COc1cc(Nc2ccc(C)cc2)c([N+](=O)[O-])nc1[N+](=O)[O-]
(39) CC1CCCCC12NC(=O)N(CC(=O)Nc1ccc(OC(F)F)cc1)C2=O (stereo unspecified)

entry no.	38	39
uPA generation	?	-8%
MBNL1 CUG block	?	nt
p53 reactivation	26%	-1%
RORgamma inh	-9%	nt
Rab9 promoter act	-22%	nt
VP16 counter	-15%	nt
NPC1 prom act	-26%	nt
BRCA1 expr up	-85%	-13%
FLuc counter	-1%	nt
ELG1 genotox	?	-1%
